Source: PubChem (several laboratories)
NPY-Y2 PAM-ag: potentiators or agonists of human neuropeptide Y receptor Y2 | P49146 | cells expressing NPY-Y2, potentiator/agonist read-out | activation, % at 3.6 µM | 220,000 tested, 0.45% active; in the data active = activation above about 27%;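 also: cells stimulated with NPY near EC25 plus isoproterenol at EC100; 0% = vehicle plus submaximal agonist and 100% = vehicle plus saturating agonist; some results beyond the cut were filed as inactive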
zfTRPN1 agonist: agonists of zebrafish TRPN1 channel. HEK293 zebrafish TRPN1-YFP, Fluo-8 calcium fluorescence; 100% = response to 87 µM carbachol. activation, % at 3 µM. 220,000 tested, 0.18% active;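 active = activation above its plate's cutoff, the mean activation of test wells on that plate plus 3 SD, cut at about 19% in these data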;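 also: 0% = DMSO alone and 100% = 87 µM carbachol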
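Material – zebrafish TRPN1-YFP in HEK293 cells · Doses – 3 µM single point · Schedule – dye 1 h 37 °C plus 30 min RT · Signal – Fluo-8 calcium fluorescence, excitation 470-495 nm, emission 515-575 nm · Read-out – % activation versus carbachol response · Control set – carbachol high, DMSO low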
NPY-Y1 PAM-ag: human NPY-Y1 potentiation or agonism, primary screen; 220,000 tested, 0.37% active; activation, % at 3.6 µM; P25929; NPY-Y1 expressing cells, potentiator/agonist activation; AID 1304; in the data active = activation above about 33%, passing the limit was not always enough;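 also: cells stimulated with NPY at EC10 then isoproterenol at EC100; 0% = low agonist plus stimulus and 100% = saturating agonist plus stimulus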
Target sequence (P25929 whole entry, looked up): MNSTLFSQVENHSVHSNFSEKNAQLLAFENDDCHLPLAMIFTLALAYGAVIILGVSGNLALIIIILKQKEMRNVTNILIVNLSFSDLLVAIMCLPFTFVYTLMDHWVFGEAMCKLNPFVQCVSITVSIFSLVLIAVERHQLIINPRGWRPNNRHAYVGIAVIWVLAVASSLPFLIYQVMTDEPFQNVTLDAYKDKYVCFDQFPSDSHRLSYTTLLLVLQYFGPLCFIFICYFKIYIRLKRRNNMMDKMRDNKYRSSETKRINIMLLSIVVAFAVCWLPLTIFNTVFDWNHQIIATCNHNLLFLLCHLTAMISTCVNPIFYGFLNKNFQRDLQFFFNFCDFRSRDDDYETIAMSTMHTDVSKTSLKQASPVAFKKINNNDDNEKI
S1P4 antag: antagonists of human S1P4 receptor; AID 1510; 220,000 tested, 0.26% active; inhibition, % at 4.98 µM; O95977; S1P4-expressing cells, antagonist mode, reporter read-out; in the data active = inhibition above about 29%;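 also: 0% = wells stimulated with agonist and 100% = vehicle wells without agonist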
EP2 modulator: modulators of human EP2 prostaglandin E2 receptor; P43116; EP2-expressing cells, cAMP HTRF FRET, PGE2 co-stimulation; induction, % at 25 µM; 260,000 tested, 0.83% active;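 active = compounds whose cAMP rise, as percent of the full-agonist control response, exceeds 60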;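 also: rat C6 glioma line stably carrying human EP2 under a CMV promoter; the protocol text gives 20 µM as final concentration; 100% = response of wells given 1 µM PGE2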
S1P4 agonist: human S1P4 receptor agonism; activation, % at 4.98 µM; S1P4-expressing cell line, agonist reporter assay; 220,000 tested, 0.35% active; in the data active = activation above about 11%;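 also: 0% = DMSO vehicle and 100% = reference agonist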
NPY Y1 blocker: NPY-Y1 (human) receptor antagonism; P25929; HEK293-CNG Y1 cells, membrane potential fluorescence; NPY at EC95, then isoproterenol; inhibition, % at 3.6 µM; 200,000 tested, 1% active; AID 1040;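 active = inhibition above the campaign mean inhibition of all tested compounds plus 3 SD, cut at about 20% in these data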;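 also: 0% = DMSO wells given NPY plus isoproterenol and 100% = isoproterenol alone without NPY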
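Test system – HEK293 Y1/CNG channel cell line · Also added – NPY agonist 25 nM, then isoproterenol 1 µM plus Ro 20-1724 25 µM · Compound dosing – one concentration, 3.6 µM, in 0.4% DMSO · Schedule – compound incubation 1 h at room temperature, readout 45 min post-stimulation · Technique – fluorescence, membrane potential probe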
CHOP inhibitor: inhibitors of CHOP induction in ER stress response. CHO-K1 CHOP-promoter luciferase, tunicamycin-induced, 15-18 h. inhibition, % at 10 µM. 220,000 tested, 3.8% active. AID 2732;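 active = compounds that reduced the stress-induced luciferase reporter signal by more than about 70% of percent inhibition, limit read from the data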;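 also: 0% = tunicamycin plus vehicle and 100% = wells without tunicamycin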
TRPML3 agonist: activates the human TRPML3 channel; AID 1448; 220,000 tested, 0.29% active; activation, % at 3 µM; HEK293 TRPML3-YFP, Fluo-8 calcium fluorescence; 100% = the carbachol control signal; Q8TDD5;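 active = activation above its plate's cutoff, the mean activation of the plate's test wells plus 3 SD, cut at about 12% in these data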;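 also: 0% = DMSO only wells and 100% = carbachol wells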
Target sequence (Q8TDD5 whole entry, looked up): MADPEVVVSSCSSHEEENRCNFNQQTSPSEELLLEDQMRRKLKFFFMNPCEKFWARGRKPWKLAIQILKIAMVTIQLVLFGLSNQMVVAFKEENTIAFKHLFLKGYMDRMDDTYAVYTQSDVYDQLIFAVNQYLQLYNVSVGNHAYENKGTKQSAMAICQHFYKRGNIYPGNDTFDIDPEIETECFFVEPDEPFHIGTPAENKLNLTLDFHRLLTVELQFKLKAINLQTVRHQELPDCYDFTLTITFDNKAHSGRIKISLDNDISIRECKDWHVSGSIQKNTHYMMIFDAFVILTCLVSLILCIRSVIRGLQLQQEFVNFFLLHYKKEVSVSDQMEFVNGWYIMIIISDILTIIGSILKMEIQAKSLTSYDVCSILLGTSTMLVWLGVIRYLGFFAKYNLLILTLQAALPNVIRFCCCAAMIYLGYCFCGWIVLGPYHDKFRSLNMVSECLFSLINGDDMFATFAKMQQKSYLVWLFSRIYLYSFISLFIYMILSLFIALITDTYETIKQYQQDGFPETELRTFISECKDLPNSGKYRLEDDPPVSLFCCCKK
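Material: TRPML3-YFP stable HEK293 cells | Dosing: One concentration, 3 µM nominal, 0.3% DMSO | Timing: 125 s total fluorescence read per well | Technique: Fluo-8 calcium dye fluorescence, ex 470-495, em 515-575 nm | Measure: Percent activation from peak-to-basal fluorescence ratio, scaled between DMSO and carbachol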
An asterisk follows results filed as active; x = no result given.

SMILES	NPY-Y2 PAM-ag	zfTRPN1 agonist	NPY-Y1 PAM-ag	S1P4 antag	EP2 modulator	S1P4 agonist	NPY Y1 blocker	CHOP inhibitor	TRPML3 agonist
CC(Oc1ccccc1)C(=O)Nc1cccc(F)c1 (stereo not drawn)	8	-1.6	17	-20	0	2.1	-1	-9	-1.1
CCc1cc[n+](-c2nc3ccccc3nc2C(=C=[N-])C#N)cc1	6	2.5	8	-1	-10	0.2	-6	-7	0.9
Cc1ccc(-c2nc(=S)c3c(n2CCN2CCOCC2)CC(C)(C)OC3)cc1	-2	-0.1	9	0	6	1.3	-7	-12	0.9
O=C(Nc1ccccc1)Nc1nncs1	21	0.9	-14	8	6	-0.3	-2	16	-0.7
Nc1c(N2CCN(c3ccccc3)CC2)c2ccccc2oc1=O	26	-1.2	-32	-17	35	-0.2	3	56	-0.8
O=C(Nc1ccccc1C(F)(F)F)N1CCN(c2ccccn2)CC1	-5	1.4	2	-10	-3	2.1	-1	-4	1.1
CN(C)S(=O)(=O)c1ccc(C(=O)NNC(=O)C2COc3ccccc3O2)cc1 (stereo not drawn)	9	-1.2	2	4	-36	-1.6	-2	-11	0.4
COCCSc1ccccc1C(=O)Nc1ccc(Br)cc1	3	-0.4	-5	-15	-7	1.7	5	9	0.2
CON(c1nc(Cl)nc(N(C)C)n1)S(=O)(=O)c1ccccc1Cl	11	-1.3	7	5	16	1.7	2	-27	-0.7
O=C(CCCC1=NS(=O)(=O)c2ccccc2N1)N1CCN(c2ccccc2)CC1	6	-0.7	8	2	20	-1.1	-5	-11	0.8
O=C(NCCc1ccccc1)c1ccccc1F	-8	-0.7	0	2	13	-1.5	2	-15	0.1
Cc1ccc(SC/C(O)=C(\C#N)c2nc3ccccc3n2C)cc1	-5	-0.6	-31	6	16	0.4	6	37	0.1
Nn1c(-c2cccc(Br)c2)n[nH]c1=S	-2	0.8	0	-13	7	-0.2	4	33	0.4
CCCc1cc(=O)[nH]c(Nc2cc(OC)ccc2OC)n1	7	-0.9	13	3	35	2.0	3	74*	0.1
Cc1ccnc2nc(C(=O)N3CCN(S(=O)(=O)c4ccccc4)CC3)nn12	-14	2.9	-4	-5	8	2.0	4	17	1.2
OC(COc1ccc(CN2CCSCC2)cc1)CN1CCCCC1 (stereo not drawn)	4	0.6	0	6	-16	3.0	7	9	1.1
O=C1C=C(NCc2ccc(Cl)c(Cl)c2)CC1	12	-0.3	8	-6	29	-1.0	2	21	0.4
COc1ccc(N(CC(=O)Nc2cccnc2)S(C)(=O)=O)cc1	14	-0.7	18	-2	-8	-0.8	-11	-9	0.6
O=C(Cc1nc2ccccc2[nH]1)c1ccc(Br)cc1	-11	1.4	-27	-7	-47	-0.4	7	-31	0.2
CCOC(=O)N1CCC(NC(=O)C2CCN(S(=O)(=O)c3c(C)noc3C)CC2)CC1	2	-0.1	-5	5	15	1.2	0	8	0.8
CCCCNc1c(N)n(CCCC)c(=O)[nH]c1=O	0	1.4	4	-1	13	0.3	6	0	0.7
O=C(COC(=O)c1cccc(S(=O)(=O)N2CCN(c3ccccc3)CC2)c1)NCc1ccco1	18	1.2	-14	7	0	-1.5	2	-2	0.2
COc1ccccc1NC(=S)N(Cc1ccccc1)Cc1cccs1	2	-0.6	-3	-6	59	0.5	27*	19	0.4
C=CCNc1ncnc2ccc(Br)cc12	15	0.7	12	-32	-10	1.2	6	27	1.5
CCN(CCCNC(=O)C1CCCN(S(=O)(=O)c2cnc[nH]2)C1)c1ccccc1 (stereo not drawn)	2	1.1	-25	-10	-4	2.8	1	-4	0.3
COC(=O)CC1C(=O)NCCN1C(=O)Nc1ccc(Cl)c(Cl)c1 (stereo not drawn)	6	1.3	-13	-1	-2	0.0	0	1	0.9
O=C1/C(=C\c2ccc(O)c(O)c2)N=C2CCCCCN12	-9	1.4	0	-10	-6	-0.6	x	3	-0.1
CC1CCc2c(nc3ncnn3c2Nc2ccc(OC(F)(F)F)cc2)C1 (stereo not drawn)	-18	-1.0	-22	-1	36	-3.0	10	35	0.2
Cc1ccc(C(=O)CC(=O)c2ccc(C(C)(C)C)cc2)cc1	-7	-0.8	7	-14	-7	0.6	9	-7	0.5
Cc1cc(C)nc(NC(=O)C(c2ccccc2)c2ccccc2)c1	-4	-1.7	3	-7	19	-0.5	14	33	-0.3
CCOC(=O)c1cnc2c(N=Nc3ccccc3)c(N)nn2c1N	-11	-1.8	-10	-2	5	1.8	4	20	-0.7
Cc1cc(NC(=O)CCCn2nc([N+](=O)[O-])c(Br)c2C)no1	6	-0.1	5	-3	-3	0.1	0	54	0.7
Cc1cccc(C(=O)Nc2ccc(C(=O)/C=C/c3cccnc3)cc2)c1	3	2.5	-9	10	-80	-2.1	-2	-56	1.6
COC(=O)c1ccc(Cn2nnc3ccccc32)cc1	-6	1.5	-12	-2	38	-0.6	x	5	1.2
COc1cccc2sc(Nc3nc(-c4ccccn4)cs3)nc12	-4	3.2	35	24	-13	-2.0	-3	x	1.1
O=C(C[n+]1ccccc1)N/N=C/c1ccco1	4	-0.4	-17	5	15	-0.7	4	-3	0.8
CC(C)(C)c1ccc(S(=O)(=O)NCC(=O)N2CCN(C(=O)c3ccco3)CC2)cc1	16	-0.1	-14	-14	36	0.6	4	10	0.4
CC(=O)C1=C(O)C(=O)N(c2ccc(C(=O)O)cc2)C1c1ccccc1 (stereo not drawn)	-8	-0.6	14	-6	23	0.9	6	9	0.6
CC(=O)OC1CSc2nc3ccccc3n2C1 (stereo not drawn)	-17	1.0	6	-18	4	-0.1	-4	5	0.0
CN1CCCN(C(=O)/C=C/c2ccc(F)cc2)CC1	4	0.4	-22	-9	-3	1.8	0	-2	0.4
Cc1sc2nc(CN3CCOCC3)[nH]c(=O)c2c1-c1ccccc1	-1	0.2	-11	-14	12	-0.3	-3	14	0.8
Cc1cc(C)cc(OCC(=O)Nc2ccc(F)cc2)c1	-2	-3.0	-15	-13	-36	-1.7	5	-6	-1.5
COc1cc(NC(=O)C2CCC(CNc3c(N4CCC(C)CC4)c(=O)c3=O)CC2)cc(OC)c1 (stereo not drawn)	-13	0.3	-14	-18	-3	0.2	1	35	0.7
CCc1nnc(NC(=O)C2CCCN(S(=O)(=O)c3ccccc3)C2)s1 (stereo not drawn)	-2	-1.0	-32	-3	8	3.0	2	22	0.4
COc1cccc(C2C(C(=O)c3cccs3)=C(O)C(=O)N2c2cc(C)on2)c1 (stereo not drawn)	8	1.3	-16	2	51	1.0	14	33	-0.1
N#Cc1c(N)nc(SCC(=O)NCc2ccc3c(c2)OCO3)c(C#N)c1-c1cccs1	-3	1.8	-8	4	8	1.3	14	-22	-0.3
Cn1ncc(SCc2ccccc2)c(Cl)c1=O	2	7.9	2	5	-31	1.9	x	50	3.6
CCn1cc(C(=O)OCc2ccccc2)c(=O)c2ccc(C)nc21	-24	-2.4	-55	-12	2	0.6	9	29	-1.1
CN1Cc2ccccc2CC1CNCc1c(C(=O)N2CCCC2)nc2ccccn12 (stereo not drawn)	0	0.6	7	5	-3	1.2	-2	12	-0.3
Cc1ccc(S(=O)(=O)N2CCN(C(=O)CCC(=O)OCC(=O)Nc3cccc(C#N)c3)CC2)cc1	20	-0.1	7	4	-7	-2.1	3	39	0.4
CSc1oc(-c2ccc(F)cc2)nc1S(=O)(=O)c1ccccc1	-3	-0.1	-26	-11	43	0.6	0	8	0.8
O=C(CCCn1cc([N+](=O)[O-])cn1)N1CCCCC1	5	0.9	-3	4	9	-0.7	2	2	2.5
CCOc1ccc(C(OC(=O)c2ccco2)C(=O)NCc2ccc(C)cc2)cc1 (stereo not drawn)	-3	-1.2	-14	-13	4	0.5	-3	25	-1.2
CC(=O)Nc1cc2c(cc1C(=O)c1ccccc1)OCCO2	7	-0.9	-6	4	10	0.2	3	-2	0.2
COC(=O)CC(=O)Cc1nc(N)nc(Nc2ccc(C)c(C)c2)n1	16	-0.7	14	-6	-10	-2.1	-5	-11	0.3
Cc1c(O)c(=O)ccn1Cc1ccccc1	-5	1.0	-6	18	26	0.1	0	24	0.3
CC(=O)c1ccc(NC(=O)c2ccc3nc(-c4ccco4)c(-c4ccco4)nc3c2)cc1	-11	0.2	-3	-17	-17	0.2	-1	-44	0.2
Cc1ccc(-n2nc3c(Cl)nnc(C)c3c2C)cc1	-14	-2.5	-1	20	0	-0.7	4	15	13*
O=C(N/N=C/c1cccc2nccnc12)c1ccncc1	-5	1.6	3	-13	-22	0.3	x	29	1.6
COc1cc(C2c3c(oc4cc(C)c(C)cc4c3=O)C(=O)N2c2cc(C)ccn2)ccc1O (stereo not drawn)	11	1.1	4	4	43	-0.2	2	67	0.2

Profiles, looked up by structure. Screens in order: NPY-Y2 PAM-ag	zfTRPN1 agonist	NPY-Y1 PAM-ag	S1P4 antag	EP2 modulator	S1P4 agonist	NPY Y1 blocker	CHOP inhibitor	TRPML3 agonist
Cc1c(O)c(=O)ccn1Cc1ccccc1 is listed as -5	1.0	-6	18	26	0.1	0	24	0.3
COc1cc(C2c3c(oc4cc(C)c(C)cc4c3=O)C(=O)N2c2cc(C)ccn2)ccc1O (stereo not drawn) is listed as 11	1.1	4	4	43	-0.2	2	67	0.2
O=C(N/N=C/c1cccc2nccnc12)c1ccncc1 is listed as -5	1.6	3	-13	-22	0.3	x	29	1.6

(cont.)
SMILES	NPY-Y2 PAM-ag	zfTRPN1 agonist	NPY-Y1 PAM-ag	S1P4 antag	EP2 modulator	S1P4 agonist	NPY Y1 blocker	CHOP inhibitor	TRPML3 agonist
CSCCC(NC(=O)OCc1ccccc1)C(=O)O (stereo not drawn)	-19	1.4	-3	-5	-7	2.6	-1	-5	1.1
O=C(c1cccnc1)N(Cc1ccccc1)c1ccccc1	1	-0.8	-22	-16	32	1.2	-3	-14	-0.8
O=C(NC1CCCc2ccccc21)c1ccc2c(c1)OCO2 (stereo not drawn)	4	-2.0	2	2	-15	1.1	-1	21	0.0
CC(C)N1CCC2(CC1)C(C#N)=C(N)NC(S)=C2C#N	-1	1.5	-12	-2	-4	1.8	-2	-14	0.3
CCOC(=O)c1c(-c2cccs2)csc1NC(=O)CCCC(=O)O	-34	0.0	-29	-13	40	0.3	6	20	0.1
COC(=O)Cc1ccc(NC(=S)NNC(=O)c2ccccc2Br)cc1	5	-0.4	2	-3	2	1.6	-5	10	-0.1
Cc1ccc(N=Cc2c(O)n(-c3nccs3)c(=O)c3ccccc23)c(C)c1	2	0.8	-22	-16	14	6.2	3	53	1.3
COc1cccc(OCCNC(=O)c2cc([N+](=O)[O-])cc([N+](=O)[O-])c2)c1	-19	-2.0	-19	-8	-1	-0.9	12	17	-0.8
COc1ccc(N2C(=O)C(F)(F)C2c2ccc(C)cc2)cc1OC (stereo not drawn)	-21	0.1	-20	2	53	0.1	13	34	-0.6
CCOC(=O)c1cc2c(n(-c3ccccc3)c1=O)CC(C)(C)CC2=O	-11	-0.7	-12	-6	19	-1.4	-4	0	0.9
